From PubChem BioAssay
V1aR counter – agonists of human V1a receptor, primary screen, counter-screen for OXTR agonist project, fluorescence, CHO-V1R cells; Fluo-8 calcium fluorescence, agonist mode; 0% DMSO, 100% 3 nM vasopressin; AID 2797, 2010; activation, % at 3 µM; actives 0.25% (n = 320,000); Vasopressin V1a receptor (Homo sapiens), P37288;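 active means activation above the mean activation of all tested compounds plus 3 SD, per screening run, cut at about 20% in these data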;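 further: signal is peak over basal fluorescence ratio across a 100 second FLIPR read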
GalR3 antag – GalR3 antagonists in HEK293 cells, primary screen, cell-based, fluorescence readout; Galanin receptor type 3 (Homo sapiens), O60755; HEK293 GalR3-CNG cAMP membrane potential fluorescence; galR3 body fused to GalR1 C-terminus; inhibition, % at 3 µM; actives 0.44% (n = 360,000);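 active means inhibition above the screen-wide average plus 3 SD, cut at about 13% in these data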;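 further: forskolin and galanin both at EC90 stimulate the cells; cAMP rise reported by CNG channel membrane potential dye signal; 0% = forskolin plus galanin with DMSO and 100% = forskolin alone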
Target sequence (O60755 1-299 limits assumed): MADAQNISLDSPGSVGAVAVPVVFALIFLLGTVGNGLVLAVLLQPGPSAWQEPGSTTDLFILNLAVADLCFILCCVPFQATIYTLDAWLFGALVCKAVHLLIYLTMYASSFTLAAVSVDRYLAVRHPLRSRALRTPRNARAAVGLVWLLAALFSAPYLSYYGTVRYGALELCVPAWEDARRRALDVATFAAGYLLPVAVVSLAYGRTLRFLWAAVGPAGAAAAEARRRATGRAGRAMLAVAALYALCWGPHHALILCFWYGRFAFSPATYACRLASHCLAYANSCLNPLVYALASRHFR
GPR7 antag – GPR7 receptor antagonists, primary screen, cell-based, fluorescence, single concentration | inhibition, % at 4.4 µM | AID 1861, 2009 | GPR7-expressing cells, fluorescence antagonist assay | actives 1.1% (n = 290,000) | Neuropeptides B/W receptor type 1 (Homo sapiens), P48145; in the data active means inhibition above about 16%, passing the limit was not always enough;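 further: cells stimulated with the agonist NPW; 0% = agonist with vehicle and 100% = vehicle without agonist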
Target sequence (P48145 whole entry, looked up): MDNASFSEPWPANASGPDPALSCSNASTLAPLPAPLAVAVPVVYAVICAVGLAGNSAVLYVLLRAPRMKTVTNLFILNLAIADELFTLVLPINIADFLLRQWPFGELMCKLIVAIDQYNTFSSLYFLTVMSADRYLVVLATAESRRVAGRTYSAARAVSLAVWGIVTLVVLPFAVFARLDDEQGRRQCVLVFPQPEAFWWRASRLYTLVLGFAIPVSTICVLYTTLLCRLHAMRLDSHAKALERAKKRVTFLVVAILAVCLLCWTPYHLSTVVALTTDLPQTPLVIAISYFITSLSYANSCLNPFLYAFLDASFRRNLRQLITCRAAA
OXTR ag – human OXTR agonists, primary screen, fluorescence, CHO-OTR cells, Fluo-8 calcium. Oxytocin receptor (Homo sapiens), P30559. Fluo-8 calcium fluorescence; normalized: DMSO 0%, oxytocin 100%. activation, % at 3 µM. actives 0.32% (n = 320,000). AID 2435, 2010;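 active means activation above the mean of all tested compounds plus 3 SD, cutoff set per screening run, cut at about 20% in these data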;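 further: peak over basal fluorescence ratio from a 100 s FLIPR kinetic read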
MEKK3 PB1 HTS – modulators of MEKK3-MEK5 PB1 binding, primary screen, biochemical, wildtype MEKK3, multiplex bead flow cytometry, Alexa488-MEK5; bead-based flow cytometry, Alexa488-MEK5 binding to MEKK3; actives lie on both sides; 0 = blocked by unlabeled MEK5, 100 = vehicle; binding response (% of control), % at 10 µM; actives 1.4% (n = 290,000); AID 1529, 2009;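 active means binding response more than 3 SD above or below the average of its plate-row segment, actives on both sides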;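 further: Alexa488 bead fluorescence after subtracting the streptavidin-only scavenger bead signal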
MEKK2mut PB1 HTS – MEK5 binding signal on mutant MEKK2 PB1, primary screen, biochemical, multiplex bead flow cytometry, Alexa488-MEK5 | Alexa488-MEK5 binding to MEKK2 mutant | percent response, % at 10 µM | AID 1530, 2009 | actives 0.35% (n = 290,000); in the data active means percent response above about 24%, passing the limit was not always enough; further: inactives centre near 1; some results filed as inactive read as strong as hits; reference of the scale not given here
NALP1 yeast inh – NALP1 inflammasome inhibitors in reconstituted yeast, colorimetric, S. cerevisiae, triplicate retest; S. cerevisiae NALP1/ASC/caspase-1 growth, X-gal OD620, 72 h; inhibition, % at 10 µM; actives 0.61% (n = 280,000); AID 2071, 2009; in the data active means inhibition mostly above about 24%, no sharp cut-off; inactive means mostly below about 32%; further: some compounds called inactive have numbers as strong as hits
MEKK2wt PB1 HTS – modulators of MEK5 binding to wildtype MEKK2, primary screen, biochemical, multiplex bead flow cytometry, Alexa488-MEK5 | Mitogen-activated protein kinase kinase kinase 2 (Homo sapiens), Q9Y2U5 | actives 1.1% (n = 290,000) | Alexa488-MEK5 binding to MEKK2 WT; actives lie on both sides | binding response (% of control), % at 10 µM | AID 1531, 2009; in the data active means binding response below about 67% or above about 130%
PHOSPHO1 inh – PubChem AID 1565 | Phosphoethanolamine/phosphocholine phosphatase (Homo sapiens), Q8TCT1 | recombinant PHOSPHO1, absorbance phosphatase assay | inhibition, % at 13.3 µM | actives 1.1% (n = 290,000); in the data active means inhibition above about 60%
Target sequence (Q8TCT1 whole entry, looked up): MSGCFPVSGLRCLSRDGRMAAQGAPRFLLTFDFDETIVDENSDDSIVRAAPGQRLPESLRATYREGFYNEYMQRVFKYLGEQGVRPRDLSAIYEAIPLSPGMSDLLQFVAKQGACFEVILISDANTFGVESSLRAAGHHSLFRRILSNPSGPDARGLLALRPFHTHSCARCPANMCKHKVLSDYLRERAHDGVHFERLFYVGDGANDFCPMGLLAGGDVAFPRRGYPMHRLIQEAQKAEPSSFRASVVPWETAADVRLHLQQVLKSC
* marks the source's active call; other numbers are inactive results; · = no result given; & = joins results of further samples.

# | canonical_smiles | V1aR counter | GalR3 antag | GPR7 antag | OXTR ag | MEKK3 PB1 HTS | MEKK2mut PB1 HTS | NALP1 yeast inh | MEKK2wt PB1 HTS | PHOSPHO1 inh
1 | CCCCCCCC(=O)OC(CN1CCCCC1)CN1CCCC1=O (configuration not stated) | 3.0 | -3.5 | -17.6 | -0.6 | 100.0 | 2.0 | 8.4 | 103.0 | 13.9
2 | CCN(CC)CCN(C(=O)c1ccc2c(c1)OCCO2)c1nc2ccc(C)cc2s1 | 0.4 | 0.4 | 4.7 | 0.3 | 102.0 | 10.0 | 14.4 | 121.0 | -11.5
3 | COc1ccc(NC(=O)c2cccnc2)cc1 | 1.7 | -3.8 | -10.9 | 1.4 | 105.0 | 1.0 | -15.6 | 103.0 | 44.4
4 | CCOc1ncccc1C(=O)OCC(=O)c1ccc(C)c(C)c1 | -0.7 | -4.2 | -4.4 | -1.5 | 105.0 | -4.0 | 2.0 | 102.0 | 16.8
5 | COC(=O)COc1ccc(S(=O)(=O)Nc2cc(OC)ccc2OC)cc1 | · | -4.7 | -4.7 | · | 98.0 | -5.0 | 17.4 | 97.0 | -20.1
6 | O=[N+]([O-])c1cccc(S(=O)(=O)Nc2ccc(S(=O)(=O)NCC3CCCO3)cc2)c1 (configuration not stated) | 0.9 | -0.4 | -9.6 | -0.3 | 97.0 | 1.0 | 7.7 | 105.0 | 21.2
7 | COc1ccc(C(=O)C2CCN(C(=O)Nc3ccccc3C)CC2)cc1 | 1.7 | -5.7 | 5.0 | 1.4 | 101.0 | -4.0 | 7.8 | 93.0 | -5.9
8 | O=C(Nc1ccccc1)Nc1cccc(Cl)c1Cl | 1.1 | -1.9 | 2.1 | -2.1 | 85.0 | -4.0 | 37.2 | 95.0 | -6.7

Five neighbouring compounds out of the list so far, quoted:
# | canonical_smiles | V1aR counter | GalR3 antag | GPR7 antag | OXTR ag | MEKK3 PB1 HTS | MEKK2mut PB1 HTS | NALP1 yeast inh | MEKK2wt PB1 HTS | PHOSPHO1 inh
1 | CCCCCCCC(=O)OC(CN1CCCCC1)CN1CCCC1=O (configuration not stated) | 3.0 | -3.5 | -17.6 | -0.6 | 100.0 | 2.0 | 8.4 | 103.0 | 13.9
2 | CCN(CC)CCN(C(=O)c1ccc2c(c1)OCCO2)c1nc2ccc(C)cc2s1 | 0.4 | 0.4 | 4.7 | 0.3 | 102.0 | 10.0 | 14.4 | 121.0 | -11.5
3 | COc1ccc(NC(=O)c2cccnc2)cc1 | 1.7 | -3.8 | -10.9 | 1.4 | 105.0 | 1.0 | -15.6 | 103.0 | 44.4
4 | CCOc1ncccc1C(=O)OCC(=O)c1ccc(C)c(C)c1 | -0.7 | -4.2 | -4.4 | -1.5 | 105.0 | -4.0 | 2.0 | 102.0 | 16.8
5 | COC(=O)COc1ccc(S(=O)(=O)Nc2cc(OC)ccc2OC)cc1 | · | -4.7 | -4.7 | · | 98.0 | -5.0 | 17.4 | 97.0 | -20.1

Later entries:
# | canonical_smiles | V1aR counter | GalR3 antag | GPR7 antag | OXTR ag | MEKK3 PB1 HTS | MEKK2mut PB1 HTS | NALP1 yeast inh | MEKK2wt PB1 HTS | PHOSPHO1 inh
9 | Cc1cccc(-n2c(N)c(C(=O)NCCN3CCOCC3)c3nc4ccccc4nc32)c1 | 0.0 | -4.1 | -10.7 | 0.6 | 102.0 | 6.0 | 17.2 | 103.0 | 8.8
10 | CCCCCCc1c(C)nc(-n2[nH]c(C)c(CCO)c2=O)[nH]c1=O | -1.0 | -6.5 | -14.1 | -0.9 | 91.0 | -8.0 | -0.1 | 90.0 | 38.5
11 | Cc1cc(C(=O)COC(=O)c2ccc([N+](=O)[O-])o2)c(C)n1CC1CCCO1 (configuration not stated) | 1.2 | -0.1 | 4.5 | 2.1 | 67.0 | -12.0 | -3.0 | 67.0 | -53.3
12 | NS(=O)(=O)c1ccc(Nc2nc(-c3cccnc3)cs2)cc1 | · | -11.1 | -19.6 | · | 115.0 | 18.0 | 12.4 | 118.0 | 14.1
13 | O=C1C2C3C=CC(C3)C2C(=O)N1c1ccc(S(=O)(=O)Nc2nccs2)cc1 (configuration not stated) | 1.2 | -4.0 | -8.1 | 0.3 | 106.0 | 14.0 | 13.2 | 104.0 | 20.0
14 | CCc1c(C)sc(NC(=O)c2cc(-c3ccco3)on2)c1C#N | 2.4 | -7.8 | 2.8 | 6.0 | 106.0 | 6.0 | 9.3 | 109.0 | 46.1
15 | O=C(NCCCc1ccccc1)c1ccccc1O | 4.8 | -4.0 | -3.1 | 6.2 | 107.0 | 5.0 | 68.0 | 105.0 | 11.3
16 | COC(=O)c1cc(S(=O)(=O)NCC2CCN(Cc3ccc(F)cc3)CC2)c[nH]1 | -1.1 | -4.8 | -7.6 | -1.0 | 104.0 | 8.0 | 6.4 | 116.0 | 47.7
17 | COc1ccc(NC(=O)C(NC(=O)Cc2cccs2)c2ccccc2)cc1 (configuration not stated) | -0.1 | -2.9 | 5.9 | 0.5 | 107.0 | 15.0 | 21.5 | 118.0 | 0.8
18 | O=C1NC(=S)/C(=C\c2ccc(-c3ccccc3Cl)o2)S1 | 4.5 | -3.1 | -4.8 | 4.0 | 100.0 | -3.0 | 12.5 | 93.0 | -12.9
19 | CSc1cccc(NC(=O)C2CCCN(S(=O)(=O)c3cccs3)C2)c1 (configuration not stated) | 5.0 | -2.5 | -2.1 | 2.6 | 100.0 | 0.0 | 13.3 | 94.0 | 36.0
20 | CC(=O)Nc1ccc(OCC(O)Cn2c(C(C)C)nc3ccccc32)cc1 (configuration not stated) | 0.6 | -3.1 | -6.3 | 1.1 | 102.0 | -2.0 | 2.0 | 99.0 | -11.4
21 | CC1CCN(C(=O)CC(NC(=O)c2ccccc2Cl)c2ccccc2)CC1 (configuration not stated) | -0.1 | 0.1 | 11.1 | -0.6 | 101.0 | 8.0 | 5.5 | 104.0 | 56.2
22 | O=C(C1CC1)N(CCN(Cc1ccccc1)C(=O)C1CC1)Cc1ccccc1 | -1.2 | -6.7 | 42.5* | -2.5 | · | · | 13.5 | · | -0.7
23 | CCOc1cccc(-c2nnc3sc(-c4cc(OC)c(OC)c(OC)c4)nn23)c1 | 0.1 | -2.5 | -5.8 | 0.3 | 97.0 | -4.0 | -10.2 | 93.0 | -10.5
24 | Cc1ccc(C(=O)/C=C/c2ccc3c(c2)OCO3)o1 | 0.2 | -7.8 | 0.8 | 0.7 | 96.0 | -4.0 | 52.6 | 97.0 | -0.3
25 | O=C(CSc1n[nH]c(-c2ccco2)n1)Nc1ccc(F)cc1 | -0.2 | -5.5 | 2.3 | -0.3 | 95.0 | -5.0 | 12.0 | 98.0 | 18.4
26 | CC(C)(C)CC(C)(C)NCC(O)COc1c(F)cc(Br)cc1F (configuration not stated) | 13.7 | -3.4 | 14.6 | 23.2* | 100.0 | 10.0 | 16.8 | 109.0 | 17.9
27 | Cc1nc(C)c(CCNC(=O)c2cccc(Cl)c2)s1 | 0.8 | -10.3 | -8.1 | 0.7 | 124.0 | 1.0 | 27.7 | 106.0 | -6.2
28 | OCC[C@@H]1C[C@@H](O)[C@H](O)[C@]2(OCCc3ccccc32)O1 | 0.0 | -5.3 | -7.0 | 0.3 | 100.0 | -4.0 | 28.9 | 96.0 | 15.1
29 | COc1ccc(CCNC(=O)Nc2ccccc2[N+](=O)[O-])cc1 | -1.1 | -6.5 | -11.5 | -3.1 | 126.0 | 1.0 | -4.5 | 119.0 | 26.0
30 | Cc1sc2ncn(CC(=O)NCCCC(=O)N(C)Cc3ccccc3)c(=O)c2c1C | -0.4 | -8.6 | -0.2 | -0.2 | 104.0 | 7.0 | 2.1 | 105.0 | 36.6
31 | Cc1onc(-c2ccccc2Cl)c1C(=O)c1ccccc1 | -0.3 | -0.8 | -1.4 | -3.2 | 94.0 | -8.0 | 16.3 | 90.0 | -5.3
32 | Cc1ccc(N2C(=O)c3ccc(C(=O)Nc4cccnc4)cc3C2=O)c(C)c1 | 4.0 | -9.0 | -3.5 | 4.0 | 109.0 | 7.0 | 8.1 | 111.0 | 4.2
33 | O=C(CSc1nnc(-c2ccco2)o1)NC1CC2CCC1C2 (configuration not stated) | 1.8 | -1.0 | -12.7 | 0.8 | 103.0 | 1.0 | 20.4 | 103.0 | 24.4
34 | CCOC(=O)c1c(NC(=O)CSc2nnc(CNc3ccc(C)cc3C)o2)sc(C)c1C | 0.0 | -5.1 | -10.1 | -0.7 | 105.0 | 1.0 | 10.5 | 96.0 | -19.8
35 | CSc1ccccc1OCc1cc(C(=O)N2CCN(Cc3nccn3C)CC2)no1 | -0.6 | -0.3 | 17.6 | -0.3 | 106.0 | 10.0 | 13.4 | 134.0 | 25.0
36 | CC(=O)O[C@@H]1C[C@H]2C(C)(C)C(=O)C=C[C@]2(C)[C@H]2CC[C@@]3(C)[C@H](c4ccoc4)OC(=O)[C@H]4O[C@]43[C@@]21C | 0.7 | -4.7 | 28.4* | -0.3 | 94.0 | 6.0 | 19.6 | 95.0 | 3.5
37 | CCC(=O)c1ccc(N2CCN(C(=O)c3cccs3)CC2)c(F)c1 | 7.9 | -0.1 | -1.1 | 5.8 | 101.0 | -2.0 | 19.9 | 103.0 | ·
38 | O=C(O)c1ccc(NCc2cccnc2)c([N+](=O)[O-])c1 | 0.3 | -1.2 | -12.0 | 0.7 | 103.0 | 2.0 | 2.7 | 104.0 | 2.8
39 | COCCCOc1ccnc(CS(=O)c2nc3ccccc3[nH]2)c1C (configuration not stated) | 2.0&-0.1 | -5.5 | 8.0 | -0.5&0.2 | 98.0&100.0 | 1.0&3.0 | -16.4 | 110.0&104.0 | 15.1
40 | COCCNC(=O)CSc1nnc(-c2ccccc2F)n1Cc1ccccc1 | 1.1 | -7.0 | 12.3 | -0.9 | 94.0 | -6.0 | 4.0 | 94.0 | 20.6
41 | O=C(O)c1ccc(CNCc2cccc(Oc3ccccc3)c2)cc1 | 1.2 | -10.6 | -6.2 | 1.8 | 106.0 | 9.0 | 0.6 | 105.0 | ·
42 | Cc1cc(=O)oc2c(C)c(OCC(=O)N3CCN(C(=O)C4COc5ccccc5O4)CC3)ccc12 (configuration not stated) | -0.6 | 0.0 | -11.6 | -0.8 | 95.0 | 2.0 | -6.3 | 98.0 | 34.4
43 | CCc1c(C)nc(SCC(=O)CC(=O)OC(C)C)c(C#N)c1C | -0.8 | -1.5 | -8.7 | -1.9 | 104.0 | 3.0 | 7.3 | 105.0 | -20.6
44 | COc1ccc2[nH]c(=O)c(CN(Cc3cccnc3)C(=S)NCC3CCCO3)cc2c1 (configuration not stated) | -0.4 | -6.5 | 1.4 | -1.7 | 70.0 | -9.0 | -13.1 | 75.0 | 22.0
45 | COC(=O)c1ccc(NC(=O)c2ccc(CN3CCOCC3)cc2)cc1 | 4.3 | 92.3* | -3.6 | 2.9 | 103.0 | 5.0 | -2.9 | 104.0 | 7.1
46 | O=C1C2C3C=CC(C3)C2C(=O)N1c1ccncc1 (configuration not stated) | 1.9 | 0.6 | -14.9 | 0.5 | · | · | -6.0 | · | 33.1
47 | O=C(CSCc1ccc(F)cc1)N1CCN(c2ccccc2)CC1 | 2.9 | -8.0 | 3.8 | 1.6 | 100.0 | 2.0 | -4.6 | 103.0 | 18.3
